CASP6 VEID inh – caspase-6 (human) enzyme inhibition; P55212; purified caspase-6, Z-VEID-R110 cleavage fluorescence; inhibition, % at 12.5 µM; 350,000 compounds, 0.53% hits; AID 686996;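 active = mean inhibition across replicates at least about 35%, with every replicate also reaching that limit, limit read from the data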;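 also: 0% = median of neutral control wells and 100% = no fluorescence left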
Target sequence (P55212 24-179 limits assumed): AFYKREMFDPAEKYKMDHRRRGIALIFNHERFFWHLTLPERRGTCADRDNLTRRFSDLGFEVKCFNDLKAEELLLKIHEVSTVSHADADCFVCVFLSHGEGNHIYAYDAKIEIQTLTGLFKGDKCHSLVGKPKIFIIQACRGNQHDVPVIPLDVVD
Target sequence (P55212 194-293 limits assumed): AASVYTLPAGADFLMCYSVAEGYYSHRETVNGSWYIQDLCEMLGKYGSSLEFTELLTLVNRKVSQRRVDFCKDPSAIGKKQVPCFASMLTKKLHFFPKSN
C2C12 statin – suppressors of simvastatin-induced myotoxicity in C2C12 myotubes; ATP luminescence, 48 h; scaled: DMSO 0, geranylgeraniol control 100; rescue of ATP level, % at 7.49 µM; 330,000 compounds, 0.78% hits;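 active = mean ATP rescue above about 67%, or every replicate alone reaching that limit, limit read from the data, passing the limit was not always enough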;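 also: myotubes were challenged with 10 µM simvastatin during compound exposure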
esBAF inh – blocks esBAF chromatin remodeling in mouse ES cells; 350,000 compounds, 2% hits; Bmi1-luciferase knock-in reporter, 24 h; 100% = twice the neutral-well signal; reporter increase, % at 12.5 µM; AID 602393; in the data active = activation above about 40%;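 also: 0% = median of the plate's neutral control wells and 100% = double that signal; a rise in the Bmi1 reporter signal indicates esBAF inhibition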
SIRT5 inh – inhibitors of human sirtuin-5 desuccinylase | Purified SirT5, succinyl-peptide AMC, trypsin-coupled fluorescence | inhibition, % at 15 µM | 330,000 compounds, 1.1% hits | AID 652115; in the data active = inhibition above about 15%
Target sequence (Q9NXA8 whole entry, looked up): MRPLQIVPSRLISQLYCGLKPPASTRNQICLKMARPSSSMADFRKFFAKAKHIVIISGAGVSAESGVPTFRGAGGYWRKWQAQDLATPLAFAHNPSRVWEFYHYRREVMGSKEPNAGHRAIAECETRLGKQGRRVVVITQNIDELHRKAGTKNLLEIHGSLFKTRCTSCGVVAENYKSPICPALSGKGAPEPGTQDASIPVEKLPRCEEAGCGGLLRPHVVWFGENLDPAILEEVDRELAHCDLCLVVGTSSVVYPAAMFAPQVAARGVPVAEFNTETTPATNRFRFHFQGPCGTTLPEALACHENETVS
LGR2 inh – Drosophila LGR2 receptor signaling inhibition; HEK293 LGR2, CRE-luciferase, bursicon-stimulated, 4 h; inhibition, % at 9.99 µM; 380,000 compounds, 0.35% hits;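 active = drop in luminescence signal, shown as inhibition above about 50% in the replicate tests, limit read from the data, passing the limit was not always enough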;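 also: agonist challenge used bursicon conditioned medium at about half maximal strength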
FN deposition inh – fibronectin deposition inhibition | AH1F fibroblasts, Alexa488-fibronectin deposition fluorescence, overnight | inhibition, % at 12.6 µM | 350,000 compounds, 0.086% hits | AID 743247;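 active = mean inhibition across replicates of 30% or more, regardless of how many single replicates reach that level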;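 also: positive control wells lacked labelled fibronectin entirely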
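Measured by – fluorescence 485/525 nm · System – AH1F fibroblast monolayer, labelled fibronectin deposition · Amount – 10000 cells per well · Buffer or medium – serum-reduced DMEM (2% serum) · Doses – single dose, pinned · Also added – fluorescent fibronectin at 24 nM final · Schedule – 1 h cell attachment, overnight exposure to compound and label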
S100A4 MyoIIA – inhibitors of human S100A4 binding to myosin IIA peptide. P26447. S100A4/TAMRA-MyoIIA peptide fluorescence polarization. inhibition, % at 10.7 µM. 360,000 compounds, 0.14% hits. AID 652163;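 active = mean inhibition of at least 70% across replicates, with every replicate also reaching that level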
Target sequence (P26447 whole entry, looked up): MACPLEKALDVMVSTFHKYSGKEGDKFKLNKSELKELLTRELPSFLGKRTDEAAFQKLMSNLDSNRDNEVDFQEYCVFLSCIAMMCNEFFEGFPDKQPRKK
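Test system: S100A4 monomer protein. Medium: HEPES buffer with Ca2+, pH 7.2. Reagent: fluorescent myosin IIA peptide, 5 nM. Compound dosing: single-point compound testing. Timing: 5 min between mix addition and reading. Benchmarks: DMSO neutral and TFP positive wells.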
* marks the source's active call; other numbers are inactive results; . = not tested or not shown.

No.	canonical_smiles	CASP6 VEID inh	C2C12 statin	esBAF inh	SIRT5 inh	LGR2 inh	FN deposition inh	S100A4 MyoIIA
1	COCc1nnc(NS(=O)(=O)c2c(C)cc(C)cc2C)s1	.	0	-9	.	.	0	.
2	O=C(C[C@H]1C[C@H]2c3cc(NC(=O)NC4CCCC4)ccc3O[C@H]2[C@@H](CO)O1)NCc1ccc2c(c1)OCO2	4	3	-1	6	21	.	-1
3	N#C[C@@H]1[C@H](c2ccccc2C2=CCCC2)[C@@H](CO)N1C(=O)c1cccc(F)c1	0	.	.	0	4	7	-2
4	CC1(C)CC(=O)C=C(NC2CCCCC2)C1	1	1	1	-8	2	-1	-16
5	COCC(=O)Nc1ccc2c(c1)OC[C@H](C)N(C(=O)c1ccncc1)C[C@@H](C)[C@@H](OC)CN(C)C2=O	2	-14	1	-7	2	24	-5
6	O=[N+]([O-])c1ccc2cc[nH]c2c1	21	-2	2	-1	9	1	-3
7	COc1ccccc1NC(=O)N1CCCC1C(=O)Nc1ccc2c(c1)OCCO2 (configuration not stated)	-1	.	.	-2	-29	-2	0
8	O=C(CN1CCCCC1)N1CCCc2ccccc21	-4	-1	4	-6	-3	.	-1
9	COc1ccccc1/C=C/C(=O)NCC(=O)N/N=C/c1ccc(C(=O)O)cc1	-6	0	3	1	3	6	-5
10	COc1ccccc1C#Cc1ccc2c(c1)O[C@H](CN(C)Cc1ccncc1)[C@H](C)CN([C@H](C)CO)S2(=O)=O	-1	-43	13	5	14	.	4
11	Cc1cccc(NC(=O)C2CC3CCC2C3)c1C (configuration not stated)	1	-3	14	1	-5	-3	1
12	C[C@@H]1CN([C@@H](C)CO)C(=O)c2cc(NC(=O)c3ccncc3)ccc2O[C@@H](C)CCCCO[C@@H]1CN(C)S(C)(=O)=O	.	-41	-1	.	5	.	.
13	COC(=O)c1c(NC(=O)c2ccc(S(=O)(=O)N3CCOCC3)cc2)sc2c1CCN(C(C)C)C2	-7	15	-9	4	6	7	-5
14	C[C@H]1CN([C@@H](C)CO)C(=O)Cc2cc(NC(=O)NC3CCCCC3)ccc2O[C@H]1CN(C)Cc1ccc(C(=O)O)cc1	1	-10	2	1	10	.	-1
15	C[C@H]1CN=C(N(C)C)N1CCc1cccc(F)c1	-9	28	0	-3	-29	8	10
16	CCCCCCCCN1C(=O)[C@H](CC(=O)NCc2cccc3ccccc23)C[C@@]2(C(=O)OC)CCCCC=C12	0	.	.	-3	-21	4	0
17	CC(C1CCN(Cc2cn(C)nc2-c2cccc(Cl)c2)CC1)N1CCOCC1 (configuration not stated)	-32	.	.	-5	-5	-25	-13
18	COc1cc(/C=C(/C#N)C(=O)Nc2ccc(Cl)cc2)ccc1Oc1nc(Cl)ncc1F	4	.	.	.	0	2	1
19	Cc1ccc(CCNC(=O)c2sc3nc4n(c(=O)c3c2C)CCC4)cc1	-1	-5	10	-1	-6	1	2
20	COc1ccc(Nc2ccc(C(N)=O)cc2[N+](=O)[O-])cc1	0	.	.	2	-4	0	-14
21	COc1ccc(CN2CCN(S(=O)(=O)c3ccccc3)CC2)c(OC)c1OC	-3	-3	-3	-3	.	2	0
22	COCCOC(=O)c1c(C)n(C)c2ccc(OC(=O)C3CC3)cc12	.	-4	8	.	.	17	.
23	C=CCn1c(=O)c2ccccc2n2c(SCC(=O)N3CCCc4ccccc43)nnc12	.	-1	1	.	.	16	.
24	Cc1c(C)n(Cc2ccccc2)c2ncnc(NCCN(C)C)c12	-9	6	0	-2	2	2	-15
25	O=C(COC(=O)CNS(=O)(=O)c1ccc(Br)cc1Cl)NC1CCCC1	4	6	-6	-2	-3	10	5
26	COCC(=O)Nc1ccc2c(c1)C(=O)N(C)C[C@@H](OC)[C@@H](C)CN(CCC(F)(F)F)[C@@H](C)CO2	-2	-5	0	5	8	-1	-4
27	Nc1ccc(CNc2ncn[nH]2)cc1	-5	5	3	-2	-26	-3	5
28	CC(=O)OCCC(NS(=O)(=O)OCC(Cl)(Cl)Cl)c1ccccc1 (configuration not stated)	-3	-3	-4	.	-4	11	-1
29	Cc1ccc(Cl)cc1N1CCN(CC(=O)Nc2ccc(CN3CCCCC3)cc2)CC1	-12	-3	-1	-2	3	.	-3
30	CCCCCn1ccc(=O)c2c(C(F)(F)F)nccc21	.	-12	5	.	.	-3	.
31	O=S(=O)(c1ccccc1F)N1CC[C@H]2[C@H](CO)Nc3ccc(C4=CCCCC4)cc3[C@H]21	-3	16	2	2	-13	-15	0
32	C[C@H](CO)N1C[C@H](C)[C@@H](CN(C)S(C)(=O)=O)Oc2ccc(NC(=O)Nc3ccc(C(F)(F)F)cc3)cc2CC1=O	2	1	-1	.	-8	.	-8
33	CC1(C(=O)O)CCCN1C(=O)c1cccc(OC(F)(F)F)c1 (configuration not stated)	0	31	-1	.	6	4	3
34	C[C@@H]1CN([C@@H](C)CO)C(=O)c2cccc(NS(C)(=O)=O)c2O[C@@H]1CN(C)S(C)(=O)=O	-3	.	-1	-1	3	.	6
35	COCC(=O)N(C)C[C@H]1Oc2ncc(-c3ccc(F)cc3)cc2C(=O)N([C@H](C)CO)C[C@@H]1C	1	10	0	2	1	.	-7
36	CCCCC[C@H](O)/C=C/[C@H]1CCC(=O)[C@@H]1CCCCCCC(=O)N1CCCCC1CO (some centres not stated)	0	-25	1	-4	23	9	0
37	CCOC(=O)c1c(NC(=O)CSc2n[nH]c(CNc3ccccc3)n2)sc(C)c1C	1	18	-11	.	-3	.	-1
38	O=C(N/C(=C\c1ccc([N+](=O)[O-])cc1)C(=O)N1CCCCC1)c1ccccc1	-1	.	.	16*	22	.	0
39	CC(C)NC(=O)N[C@@H]1C=C[C@H](CC(=O)NCCCN(C)C)O[C@@H]1CO	1	-16	-1	0	7	0	12
40	CCOc1cc2[nH]c(=S)n(CCC(=O)NCc3ccco3)c(=O)c2cc1OCC	2	-2	-10	-1	-26	-1	40
41	O=C(C[C@H]1CC[C@H]2[C@@H](COC[C@@H](O)CN2S(=O)(=O)c2cccc(Cl)c2)O1)N1CCOCC1	0	6	-3	-1	3	-13	-6
42	CCOC(=O)CC1CCCCN1C(=O)c1cc(COc2cccc3cnccc23)on1 (configuration not stated)	1	-19	-21	-7	-15	-4	-10
43	COc1ccc(-n2c(=O)c3c4c(sc3n(CC(=O)Nc3cc(C)[nH]n3)c2=O)CCCC4)c(OC)c1	5	.	.	0	3	2	-5
44	COc1ccc(NC(=O)CS(=O)CC(=O)NCC2OCCc3ccccc32)cc1 (configuration not stated)	3	.	.	0	-5	7	3
45	CCC(=O)N[C@@H]1CC[C@@H](CC(=O)NCc2ccccc2OC)O[C@@H]1CO	0	3	4	-3	18	.	6

Quoted from above, nos. 31 to 34
No.	canonical_smiles	CASP6 VEID inh	C2C12 statin	esBAF inh	SIRT5 inh	LGR2 inh	FN deposition inh	S100A4 MyoIIA
31	O=S(=O)(c1ccccc1F)N1CC[C@H]2[C@H](CO)Nc3ccc(C4=CCCCC4)cc3[C@H]21	-3	16	2	2	-13	-15	0
32	C[C@H](CO)N1C[C@H](C)[C@@H](CN(C)S(C)(=O)=O)Oc2ccc(NC(=O)Nc3ccc(C(F)(F)F)cc3)cc2CC1=O	2	1	-1	.	-8	.	-8
33	CC1(C(=O)O)CCCN1C(=O)c1cccc(OC(F)(F)F)c1 (configuration not stated)	0	31	-1	.	6	4	3
34	C[C@@H]1CN([C@@H](C)CO)C(=O)c2cccc(NS(C)(=O)=O)c2O[C@@H]1CN(C)S(C)(=O)=O	-3	.	-1	-1	3	.	6

Next section.
No.	canonical_smiles	CASP6 VEID inh	C2C12 statin	esBAF inh	SIRT5 inh	LGR2 inh	FN deposition inh	S100A4 MyoIIA
46	CCCOc1ccc(N2C(=O)C/C(=C\c3ccccc3)C2=O)cc1	-4	.	.	-4	-6	3	-4
47	OCCN1CN=C(Nc2nc3ccccc3o2)NC1	.	-11	14	.	.	-2	.
48	O=C(N[C@H]1CC[C@H](CC(=O)N2CCCCC2)O[C@@H]1CO)c1ccc2c(c1)OCO2	0	-6	-4	-5	14	.	-21
49	Cc1ccc(S(=O)(=O)N(C)C[C@@H]2Oc3ccc(NS(=O)(=O)c4ccccc4)cc3CC(=O)N([C@H](C)CO)C[C@H]2C)cc1	2	11	2	1	22	.	-4
50	COc1cc(OC)c(C2=NOC(C(=O)O)C2)cc1Cl (configuration not stated)	.	3	-3	.	.	-7	.
51	O=C(NC[C@H]1N[C@H](CO)[C@@H]1c1ccccc1)C1CCCC1	.	-1	-7	2	0	.	0
52	COc1cc(-c2nnc(CSc3nnc4nc(C)cc(C)n34)o2)cc(OC)c1OC	.	21	-4	.	.	-2	.
53	O=C(COC(=O)c1ccc2c(c1)OCCO2)NC1CCCCC1	-1	-13	1	3	14	0	-4
54	Cc1onc(-c2c(Cl)cccc2Cl)c1C(=O)O/N=C(\C#N)c1ccccc1	-1	.	.	-3	-6	-5	9
55	C[C@@H]1CCCCO[C@H](CN(C)C(=O)CCCN(C)C)[C@H](C)CN([C@@H](C)CO)C(=O)c2cc(NC(=O)Nc3ccccc3)ccc2O1	1	.	0	-7	0	0	14
56	CC(C)COC(=O)Nc1nnc(Cc2ccccc2)s1	3	.	.	-1	-54	1	0
57	C[C@H](NC(=O)C[C@@H]1C[C@H]2c3cc(NC(=O)CC4CC4)ccc3O[C@H]2[C@@H](CO)O1)c1ccccc1	-3	7	1	9	0	1	-6
58	Cc1cc(C(=O)N/N=C/c2ccc(N3CCOCC3)cc2)c(C)o1	3	.	.	3	-26	1	-6
59	Fc1ccc(C2=CC(c3cccs3)n3nnnc3N2)cc1 (configuration not stated)	-3	.	.	-3	-29	-4	-5
60	CC(C)(C)c1cccc(Oc2nn[nH]n2)c1	.	-1	-3	.	.	-3	.
61	C/C(=N\NC(=O)c1nnn(-c2nonc2N)c1-c1cccs1)c1cccnc1	0	24	6	-1	0	-2	-1
62	COc1cc(NS(=O)(=O)c2ccc(N/C=C(\C=O)c3nc4ccccc4o3)cc2)nc(OC)n1	.	5	-6	.	0	1	.
63	CCOC(=O)C1CCN(C(=O)CN2C(=O)CSc3ccc(S(=O)(=O)N4CCOCC4)cc32)CC1	-3	0	-5	-3	7	3	1
64	CCn1cc(C(=O)NC2CC(C)(C)Cc3c2cnn3-c2cccc(F)c2)cn1 (configuration not stated)	0	-9	1	-1	9	0	5
65	N#Cc1c(SCC(=O)Nc2nccs2)sc2c(O)cc(=O)[nH]c12	82*	10	31	26*	2	8	-10
66	Cc1ccc(S(=O)(=O)Nc2ccc3c(c2)CC(=O)N([C@@H](C)CO)C[C@@H](C)[C@@H](CN(C)Cc2ccc(Cl)c(Cl)c2)O3)cc1	0	77*	4	-1	28	-3	-14
67	CCC(C)N1C(=O)CN(C2CCCCCC2)C(=O)C1c1ccccc1F (configuration not stated)	-1	.	.	-1	-3	3	-6
68	C[C@@H]1CN([C@@H](C)CO)C(=O)c2cc(-c3ccncc3)cnc2O[C@H]1CN(C)C(=O)CN1CCOCC1	-1	-11	7	0	19	-6	-26
69	CCC(CC)c1nnc(NC(=O)CCCN2C(=O)c3ccccc3C2=O)s1	.	-12	-4	.	.	1	.
70	CCc1ccc(CNC(=O)CN2C(=O)COc3ccccc32)cc1	-2	31	4	-1	0	.	-1
71	CC=Cc1ccc2n(c1=O)C[C@@H]1[C@@H](CO)[C@H](C(=O)NCc3ccccc3)[C@H]2N1Cc1ccccc1OC (mixture of isomers)	-1	.	.	2	-29	.	-10
72	C[C@H](CO)N1C[C@H](C)[C@@H](CN(C)C(=O)NC2CCCCC2)Oc2ncc(-c3ccccc3F)cc2C1=O	0	.	1	-3	16	-1	6
73	COc1ccc(C(CNC(=O)CSc2ccc(Br)cc2)N2CCOCC2)cc1 (configuration not stated)	2	.	.	3	10	2	-10
74	O=C1Nc2ccccc2C12OCC(COc1ccc(Cl)cc1)O2 (configuration not stated)	.	-5	-8	.	.	6	.
75	COC(=O)c1c(NC(=O)c2ccc(C)o2)sc2c1CCCCC2	.	1	63*	.	.	-3	.

High-throughput results from PubChem.

Not all compounds are listed; count on the stated rates, not on these rows.
